Screening results: PubChem, National Center for Advancing Translational Sciences (NCATS)
MLL CXXC-DNA inh: inhibitors of human MLL CXXC domain-DNA interaction; AID 2662; MLL-CXXC / FITC-HOXA9 DNA fluorescence polarization; hit rate 0.037% among 290,000; Potency, µM (top dose mostly 115 µM), without a hit: at the highest dose activity change, negative = inhibition, usual class: inhibitors; active means well fitted inhibition curve with a large enough effect in the polarisation, with a control signal flat, not every such curve was filed as active; inconclusive means small, poorly fitted or top-dose-only effect, or effect the other way, or a change in a side signal; inactive means no such curve, though single readings can be large or run the other way; the % refers to the polarisation
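Purified MLL-CXXC (added from a 7 uM solution) was preincubated 5 min at ambient with pinned compounds in 50 mM Tris-HCl pH 7.5, 50 mM NaCl, 1 mM DTT, 0.05% BSA. Fluorescein-labeled HOX-A9 DNA (50 nM solution) followed, 30 min, then polarization read.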
ELG1 genotox: inducers of genotoxicity in HEK293T ELG1-luciferase cells | Potency, µM (doses to about 46 µM), for the others: top-dose activity change, positive = activation, actives largely listed as activators | AID 504466 | hit rate 1.3% among 330,000 | HEK293T ELG1-luciferase reporter, luminescence, 16 h; further: % of control where 0% means no effect; nearly all actives have a fitted effect of over 60% in size
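Screening used a luciferase reporter fused to human ELG1 in HEK293T cells. Luminescence was read on a CCD plate imager after 16 hr exposure and 30 min ONE-Glo incubation.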
Rab9 prom act: activates the Rab9 promoter. AID 485297. Potency, µM (top dose mostly 9.22 µM), for the others: at the highest dose activation, negative = inhibition, most hits filed as activators. Huh7 Rab9 promoter-luciferase reporter, luminescence, 24 h. hit rate 2.8% among 320,000; further: % of control where 0% means no effect; nearly all actives have a fitted effect of over 60% in size
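Huh7 cells stably carrying Rab9 promoter–luciferase reporter, plated 1500 cells/well, compound added after 2 h and incubated 24 h at 37 °C; luciferase luminescence then read after 10 min with detection reagent.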
VP16 counter: counter-screen for ROR gamma inhibitors: Gal4-VP16 reporter; Drosophila S2 Gal4-VP16 UAS-luciferase, luminescence, 20 h; Potency, µM (doses to about 53.6 µM), for the others: at the highest dose activity, negative = inhibition, actives largely listed as inhibitors; hit rate 3.5% among 310,000;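 further: Gal4-VP16 expression switched on by copper sulfate through the metallothionein promoter; on the % scale 0 is the no-effect control and ±100 the full control effect; nearly all actives have a fitted effect of over 50% in size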
FLuc modulator: inhibits or activates purified firefly luciferase, miR-21 counter-screen; purified FLuc, Km substrates, luminescence inhibition; Potency, µM (titrated, usually from 57.5 µM), for the others: at the highest dose activity change, negative = inhibition, usual class: inhibitors; hit rate 6.9% among 360,000;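 further: plate controls were vehicle for no effect and reference inhibitor for full effect; nearly all actives have a fitted effect of over 55% in size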
Target sequence (P08659 whole entry, looked up): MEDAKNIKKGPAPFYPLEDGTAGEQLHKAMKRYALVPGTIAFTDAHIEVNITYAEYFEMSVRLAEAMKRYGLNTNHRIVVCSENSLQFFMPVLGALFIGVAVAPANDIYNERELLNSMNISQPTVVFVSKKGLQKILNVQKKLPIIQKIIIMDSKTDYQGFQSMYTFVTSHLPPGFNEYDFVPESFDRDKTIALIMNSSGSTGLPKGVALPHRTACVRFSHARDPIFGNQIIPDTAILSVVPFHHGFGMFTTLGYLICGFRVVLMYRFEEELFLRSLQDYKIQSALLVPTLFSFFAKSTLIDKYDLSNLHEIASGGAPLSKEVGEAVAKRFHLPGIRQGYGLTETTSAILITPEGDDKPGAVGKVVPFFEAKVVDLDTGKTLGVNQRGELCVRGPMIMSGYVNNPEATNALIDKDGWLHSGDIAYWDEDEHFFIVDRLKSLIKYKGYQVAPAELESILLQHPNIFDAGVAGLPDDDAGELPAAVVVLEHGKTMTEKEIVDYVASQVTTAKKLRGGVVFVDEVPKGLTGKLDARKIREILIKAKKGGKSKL
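Biochemical qHTS of compounds, final roughly 60 µM downward over six points, against 10 nM purified firefly luciferase using Km concentrations of substrates (10 uM D-luciferin, 10 uM ATP) in Tris acetate pH 7.5 buffer; luminescence output.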
uPA generation: blocks generation of uPA at the cell surface; Potency, µM (doses to about 38.3 µM), for inactives: at the top dose activity change, negative = inhibition, actives largely listed as inhibitors; AID 540303; cell surface uPA generation assay, qHTS; hit rate 0.31% among 330,000; active means well fitted inhibition curve with a large enough effect; inconclusive means small, poorly fitted or top-dose-only effect; inactive means no such curve, though single readings can be large or run the other way; tested in mouse RAW 264.7 cells; further: on the % scale 0 is the no-effect control and ±100 the full control effect; nearly all actives have a fitted effect of over 55% in size
MBNL1-CUG inh: blocks human MBNL1 binding to CUG repeat RNA; TR-FRET MBNL1-His/biotin-(CUG)12 binding, 665/545 ratio; Potency, µM (top dose mostly 57.5 µM), inactives show at the highest dose activity change, negative = inhibition, most hits filed as inhibitors; hit rate 0.036% among 280,000; AID 2675; active means well fitted inhibition curve with a large enough effect in the signal ratio, with a control signal flat, not every such curve was filed as active; inconclusive means small, poorly fitted or top-dose-only effect, or effect the other way, or a change in a side signal; inactive means no such curve, though single readings can be large or run the other way; the % refers to the signal ratio; further: on the % scale 0 is the no-effect control and ±100 the full control effect
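Compound titration spanned 92 nM–58 uM against the MBNL1-His/biotin-(CUG)12 complex. After 60 min at room temperature with 5 nM streptavidin-XL665 and 0.055 ng/ul terbium anti-His, ratiometric 665/545 nm emission (Ex 340 nm) normalized to controls.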
NPC1 prom act: NPC1 promoter activation. Huh7 NPC1 promoter luciferase reporter, 24 h. Potency, µM (doses to about 9.22 µM), for the others: top-dose activation, actives largely listed as activators. hit rate 2.4% among 320,000. AID 485313;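 further: % of control where 0% means no effect; nearly all actives have a fitted effect of over 60% in size; reporter is driven by a mutant NPC1 promoter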
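Luminescence read-out of NPC1 promoter-driven luciferase in stably transfected Huh7 cells; compounds delivered in DMSO and left 24 h at 37C, 5% CO2, qHTS titration format.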
RORg inh: ROR gamma (mouse) transcription inhibition; hit rate 5.4% among 310,000; Drosophila S2 Gal4-RORgamma UAS-luciferase reporter, 20 h; P51450; Potency, µM (doses to about 53.6 µM), for the others: top-dose activity change, negative = inhibition, usual class: inhibitors; further: on the % scale 0 is the no-effect control and ±100 the full control effect; nearly all actives have a fitted effect of over 60% in size
Target sequence (P51450 whole entry, looked up, the tested form may be a part): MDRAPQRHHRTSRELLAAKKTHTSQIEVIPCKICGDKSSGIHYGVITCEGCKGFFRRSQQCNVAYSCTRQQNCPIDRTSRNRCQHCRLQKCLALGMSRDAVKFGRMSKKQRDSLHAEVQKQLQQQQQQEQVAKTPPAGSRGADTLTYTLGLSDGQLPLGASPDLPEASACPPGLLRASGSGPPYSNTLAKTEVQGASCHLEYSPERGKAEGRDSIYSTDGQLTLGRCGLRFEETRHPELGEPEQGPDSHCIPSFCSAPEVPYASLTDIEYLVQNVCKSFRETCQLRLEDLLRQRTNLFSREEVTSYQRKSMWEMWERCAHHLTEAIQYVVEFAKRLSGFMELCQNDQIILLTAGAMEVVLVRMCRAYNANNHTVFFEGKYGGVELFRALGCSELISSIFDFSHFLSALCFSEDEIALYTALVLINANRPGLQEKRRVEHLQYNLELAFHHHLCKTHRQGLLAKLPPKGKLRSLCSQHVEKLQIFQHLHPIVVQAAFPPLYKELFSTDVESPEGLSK
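Using a luciferase readout, inhibitors were identified by reduced reporter activity in Drosophila cells coexpressing a copper-inducible Gal4–ROR gamma fusion and UAS-driven Photinus luciferase, incubated 20 hr after 700 uM copper sulfate.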
p53 reactivator: restores transcriptional activity of mutant p53; H1299 p53-A138V BP100-luciferase reporter, luminescence, 24 h; Potency, µM (highest dose often 92.2 µM), inactives show at the top dose activity change, positive = activation, actives largely listed as activators; hit rate 0.063% among 320,000; AID 504706; further: % of control where 0% means no effect; nearly all actives have a fitted effect of over 45% in size
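p53-null H1299 cells stably carrying temperature-sensitive p53-A138V and a BP100-luciferase reporter were pinned with compounds (4-point, 1:5 series) and held 24 hrs at 37 deg C. Luminescence was read 10 min after detection reagent.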
BRCA1 expr act: BRCA1 expression activation; MCF7-BRCA1-FFLuc reporter, luminescence, 48 h; response scale: scaled: vehicle 0%, 10 µM genistein 100%; Potency, µM (top dose mostly 46.1 µM), for the others: at the highest dose activation, hits mostly activators; hit rate 1.1% among 380,000; AID 624202; further: nearly all actives have a fitted effect of over 80% in size; some results filed as inactive show a strong effect at the top dose
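Reporter cells (MCF7, BRCA1 promoter-firefly luciferase) received library compounds across a concentration series for 48 h. End-point luminescence was measured and concentration-effect curves derived after normalization.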
The depositor's hits bear a star; ? = inconclusive; . = not tested or not shown; [ ] = dose if it differs, or a comment. Unless noted, the call rests on the fitted dose curve; in most records, active means well fitted curve in the direction sought with a large enough effect; inconclusive means small, poorly fitted or top-dose-only effect, or another doubt; inactive means no such curve, though single readings can be large; an effect the other way counts as inactive or inconclusive. Potency means the concentration at half of the fitted maximal effect. The list is partial; count on the stated rates, not on these rows.

cpd	Structure	MLL CXXC-DNA inh	ELG1 genotox	Rab9 prom act	VP16 counter	FLuc modulator	uPA generation	MBNL1-CUG inh	NPC1 prom act	RORg inh	p53 reactivator	BRCA1 expr act
1	N#Cc1c(N)c(C#N)c(-c2ccc3c(c2)OCO3)c2c1CCCC2	1%	-3%	-6%	5%	2%	-1%	1%	-9%	16%	-4%	-23%
2	Cc1cc(=O)oc2c3c(cc(OCC(=O)NCC(=O)N[C@H](C(=O)O)C(C)C)c12)OC(C)(C)CC3	8%	2%	5%	1%	1%	1%	3%	-3%	11%	4%	9%
3	CCOc1cccc2cc(-c3csc(NC(=O)CCC(=O)NCCCN4CCC(C)CC4)n3)c(=O)oc12	18%	10µM*	4µM*	?	17µM*	.	?	27%	?	-5%	.
4	COc1ccc(/C=C(/NC(=O)c2ccccc2)C(=O)NCCCn2ccnc2)cc1OC	14%	2%	-4%	-1%	-2%	2%	8%	0%	-25%	2%	-17%
5	CCCN(Cc1ccccc1)C(=S)Nc1cccc(C(F)(F)F)c1	10%	-5%	-9%	?	9%	-11%	.	-8%	-35%[10 µM]	3%	-36%
6	Cc1cc(C)cc(OCC(=O)NNC(=O)c2ccccn2)c1	.	?	-10%	.	.	?	.	-7%	.	?	-32%
7	Cc1ccc(-n2nc3c(c2NC(=O)/C=C\c2ccc4c(c2)OCO4)CSC3)cc1	7%	0%	-4%	-4%	-1%	-1%	56%[activator]	-4%	19%	-1%	-2%
8	O=C(NCc1ccco1)c1ccc2c(c1)C(=O)N(C1CCCCC1)C2=O	-1%	-6%	6%	-12%	6%	-1%	?	1%	37%	12%	10%
9	O=C(CN1C(=O)NC2(CCCC2)C1=O)Nc1ccc(Cl)cc1F	0%	-1%	3%	10%	2%	7%	-2%	2%	20%	-4%	-3%
10	CC(C(=O)Nc1ccc(O)cc1)c1cccc(C(=O)c2ccccc2)c1 (configuration not stated)	-4%	-5%	-8%	?	-6%	-2%	-4%	-8%	32%	0%	-52%
11	O=C(CCNS(=O)(=O)c1ccccc1)OCC(=O)c1ccc(F)cc1	.	2%	-2%	.	-6%	-4%	.	12%	.	3%	-9%
12	Cc1cn([C@H](C(=O)NCCCCCCCCCCC(=O)N2CCN(C(=O)OC(C)(C)C)CC2)[C@@H](C)O)nn1	.	-9%	-2%	.	2%	4%	.	-3%	.	7%	-38%
13	COc1ccc(OC)c(CC(NC(C)=O)C(=O)NC2CCN(c3nc(OC)nc(OC)n3)CC2)c1 (configuration not stated)	-1%	0%	-1%	-10%	1%	-22%	-13%	-1%	-8%	16%	-8%
14	O=C(Cc1ccccc1)N1CCc2ccccc21	3%	?	12%	?	-16%	12%	-7%	8%	-17%	8%	?
15	COc1ccc2[nH]c(=O)c(CN(CCO)S(=O)(=O)c3ccc4c(c3)OCCO4)cc2c1	-2%	-5%	-8%	-3%	1%	-2%	2%	0%	23%	-2%	-14%
16	CCc1ccc(NC2=NC(C(=O)NC3CCCCC3)CC(=O)N2)cc1 (configuration not stated)	2%	-1%	-1%	-6%	3%[2.3 µM]	0%	-2%	-3%	-2%	0%	-2%
17	CCCNS(=O)(=O)c1ccc(CCC(=O)Nc2ccc3c(c2)OCO3)cc1	2%	1%	0%	-14%	5%	-1%	-6%	-1%	20%	-5%	-5%
18	Cc1nc2scc(C)n2c(=O)c1S(=O)(=O)N1CCN(c2ccc(F)cc2)CC1	28%	5%	0%	-1%	1%	9%	-6%	1%	3%	?	15%
19	CC(C)NC(=O)C(C)Oc1ccc(S(=O)(=O)NCc2ccc3c(c2)OCO3)cc1 (configuration not stated)	-5%	-3%	-1%	0%	3%	-1%	1%	7%	20%	.	-16%
20	Cn1c(=O)c(C(=O)Nc2ncccc2O)c(O)c2ccccc21	-15%	?	?	?	?	-1%	21%	3.2µM*	?	15%	26%
21	COc1ccc(S(=O)(=O)N(CC(=O)Nc2ccc(S(=O)(=O)N3CCOCC3)cc2)c2ccccc2)cc1	-19%	4%	0%	4%	3%	1%	?	0%	?	-7%	-38%
22	CC(=O)C(C(c1ccccc1)c1c[nH]c2ccccc12)[N+](=O)[O-] (configuration not stated)	10%	-4%	-2%	3%	0%	?	-6%	-28%	7%	4%	-47%
23	Fc1cccc(NC(=S)NCCN2CCOCC2)c1	15%	5%	-2%	6%	1%	5%	.	-3%	?	4%	-3%
24	CCC1CCCCN1Cc1nc2ccccc2c(=O)n1CC(C)=O (configuration not stated)	1%	2%	3%	1%	4%	1%	.	0%	41%	-2%	-15%
25	Cc1cc(C)cc(NC(=O)CSc2ccc(-c3cccs3)nn2)c1	2%	-3%	-2%	?	?	-12%	52%[activator]	-3%	38%	3%	-34%
26	CN(Cc1ccc(F)cc1)C(=O)c1ccc(NS(=O)(=O)c2ccc3[nH]c(=O)[nH]c3c2)cc1	.	-1%	0%	.	4%	3%	.	-2%	.	-1%	6%
27	COc1cc2c(=O)n(CCC(=O)NCC3CCCO3)c(=O)n(CC(=O)c3ccc(Cl)cc3)c2cc1OC (configuration not stated)	-1%	-7%	-1%	-13%	-2%	-6%	?	-1%	39%	-4%	0%
28	COCCN(C(=O)CCCC(=O)Nc1ccccn1)C(C(=O)NC1CCCC1)c1ccc(C)cc1 (configuration not stated)	-2%	1%	0%	-4%	1%	-1%	1%	-4%	?	4%	-22%
29	O=C(NCCCN=C1NS(=O)(=O)c2ccccc21)c1ccc(Cl)cc1	9%	-1%	-3%	4%	3%	3%	-6%	0%	33%	2%	13%
30	CC(C)(C)n1ncc2c(=O)n(CC(=O)N3CCCC3)cnc21	36%[activator]	3%	0%	18%	-1%	0%	-3%	1%	9%	4%	18%
31	O=C(COc1ccc(Br)cc1Br)NC1CCCC1	-1%	21%	0%	0%	17µM*	1%	8%	0%	16%	28%	63%
32	Nc1[nH]nc2nc(N3CCCC3)nc(-c3ccccc3)c12	-7%	3%	-1%	-10%	2%	3%	3%	5%	?	-2%	2%
33	COc1ccc(NC(=O)c2ccco2)cc1NC(=O)c1c(OC)cccc1OC	-1%	1%	5%	15%	15µM*	-5%	-4%	0%	-1%	4%	10%
34	O=C(NCc1ccccc1Br)c1ccco1	-4%	0%	-1%	11%	1%	.	3%	-2%	25%	-8%	16%
35	Cc1nn(C)cc1C=NCCOCc1ccccc1	6%	1%	3%	-12%	-1%	1%	-3%	-1%	2%	6%	3%
36	O=C(Nc1ccc(C(F)(F)F)cc1)c1cc(S(=O)(=O)NCC2COc3ccccc3O2)ccc1F (configuration not stated)	-6%	-7%	-3%	?	3%	-5%	5%	-1%	-21%	6%	-96%
37	Cc1cc(C)n(CC(O)COc2ccc3ccccc3c2)n1 (configuration not stated)	-7%	?	?	-6%	?	8%	1%	29%	1%	2%	?
38	CN(C(=O)c1cc2ccccc2oc1=O)C1(C)CCS(=O)(=O)C1 (configuration not stated)	47%[activator]	4%	-6%	-9%	-19%	2%	-1%	0%	10%	0%	2%
39	CCN(CCCNC(=O)C1CCC(=O)N1C(C)C)c1cccc(C)c1 (configuration not stated)	-8%	-1%	2%	12%	3%	.	-2%	-3%	-11%	2%	3%
40	O=[N+]([O-])c1ccccc1N/N=C/c1cccc(O)c1O	-2%	10µM*	-8%	-20%	1.5µM*	?	5%	3.5µM*	9%	?	20%
41	O=C(NCc1ccccc1)C1CCN(C(=O)NCc2ccccc2)CC1	-13%	-2%	0%	-7%	-2%	5%	0%	4%	-8%	2%	9%
42	CC1CCN(C(=O)c2ccc(NS(=O)(=O)c3ccc4[nH]c(=O)[nH]c4c3)cc2)CC1	.	-2%	-2%	.	6%	4%	.	0%	.	4%	1%
43	COc1cc(OC)c(NC2=NCCCCC2)cc1Cl	0%	-6%	10%	-4%	1%	0%	-5%	13%	-9%	0%	-15%
44	CCOC(=O)[C@H]1[C@H]2COc3ccc(OC)cc3[C@@H]2N2C(=O)CN(Cc3ccc(C)cc3)C(=O)[C@@]12C	.	-1%	6%	.	-1%	5%	.	6%	.	-9%	-5%
45	Cc1cccc([C@@H]2[C@@H]3C(=O)N(Cc4ccccc4)C(=O)[C@@H]3[C@]3(Cc4ccc(Cl)cc4)C(=O)N(c4cccc(Cl)c4)C(=O)N23)c1	.	3%	-2%	.	1%	-8%	.	-2%	.	7%	0%
